# D2 ag = agonists of human D2 dopamine receptor | P14416 | HEK293 T-REx D2 cells, calcium flux agonist mode | activation, % at 2 µM | actives 0.53% (n = 340,000);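 active means activation over 3 SD above normal in the single-dose calcium agonist read, cut at about 30% in these data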; further: 0% is about no effect
#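 Calcium-flux readout, 1 cycle/sec over 180 s following compound pin transfer, in inducible HEK293 Trex D2 cells (force-coupled); dopamine controls included. Positive calcium responses during this window marked compounds as potential agonists.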
# TrxR1 inh = rat TrxR1 inhibition; recombinant rTrxR1, NADPH fluorescence consumption, selenite substrate; Potency, µM (top dose mostly 114 µM), for inactives: at the highest dose activity change, negative = inhibition, usual class: inhibitors; actives 1% (n = 390,000); AID 588453; further: potency means the concentration at half of the fitted maximal effect; on the % scale 0 is the no-effect control and ±100 the full control effect; nearly all actives have a fitted effect of over 65% in size
#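 Rat TrxR1 (90 nM in the dispensed reagent) was pre-reduced with 400 uM NADPH for 5 min at room temperature, then incubated with compound for 15 min. After 400 uM selenite was added, NADPH fluorescence (Ex 340/Em 450 nm) was followed for 8 min.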
# TrxR1 substrate = rat thioredoxin reductase 1 substrate activity | O89049 | purified TrxR1 substrate turnover, NADPH consumption readout | actives 0.01% (n = 390,000) | Potency, µM (highest dose often 114 µM), for the others: at the highest dose activity change, negative = substrate turnover | AID 588456; further: potency means the concentration at half of the fitted maximal effect; on the % scale 0 is the no-effect control and ±100 the full control effect; nearly all actives have a fitted effect of over 50% in size
#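 Rat TrxR1, dispensed at 90 nM, was prereduced with 400 uM NADPH (final) for 5 min at ~22 deg C, then incubated with compound 15 min before 400 uM selenite. A first-read NADPH fluorescence drop versus no-compound background flagged substrates.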
# TRHR enhancer = TRH receptor (human) allosteric enhancement. actives 0.66% (n = 360,000). P34981. enhancement, % at 2 µM. TRHR cells, fluo-8 calcium fluorescence, EC20 TRH enhancement; in the data active means enhancement above about 30%; further: 0% is about no effect
# Target sequence (P34981 whole entry, looked up): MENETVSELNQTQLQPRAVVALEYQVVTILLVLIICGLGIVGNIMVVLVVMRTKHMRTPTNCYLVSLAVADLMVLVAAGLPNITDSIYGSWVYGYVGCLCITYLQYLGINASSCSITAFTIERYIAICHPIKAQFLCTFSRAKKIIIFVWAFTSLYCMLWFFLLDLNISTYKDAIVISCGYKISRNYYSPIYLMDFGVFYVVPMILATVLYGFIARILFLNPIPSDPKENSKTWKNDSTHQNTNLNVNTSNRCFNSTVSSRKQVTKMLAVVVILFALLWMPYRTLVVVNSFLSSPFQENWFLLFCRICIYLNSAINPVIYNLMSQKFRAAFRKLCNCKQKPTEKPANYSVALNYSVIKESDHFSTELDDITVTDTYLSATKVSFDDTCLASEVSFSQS
#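 Enhancer read-out: after compound pinning and an initial kinetic agonist-mode read, an EC20 of TRH (10 nM final) was injected and fluo-8 calcium signal (Ex 480/Em 530) followed at 1 s/cycle for 100 cycles in TRHR-expressing cells.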
# mIDH1 inhibitor = blocks human mutant IDH1 R132H enzyme. O75874. IDH1-R132H enzyme, NADPH consumption, diaphorase/resazurin fluorescence. Potency, µM (titrated, usually from 76.6 µM), for the others: at the highest dose activity change, negative = inhibition, hits mostly inhibitors. actives 0.093% (n = 390,000); further: potency means the concentration at half of the fitted maximal effect; on the % scale 0 is the no-effect control and ±100 the full control effect; nearly all actives have a fitted effect of over 65% in size
#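 IDH1-R132H (0.5 ug/mL) preincubated 30 min with compound, then NADPH (0.016 mM) and alpha-KG (2 mM) added; 80 min at RT, pH 7.5. Remaining NADPH coupled via diaphorase/resazurin to fluorescence (540/590 nm); concentration-response curves normalized to no-enzyme control.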
# TRHR ag = agonists of human TRH receptor | P34981 | actives 0.18% (n = 360,000) | activation, % at 2 µM | TRHR cells, calcium flux fluo-8, FDSS agonist mode; in the data active means activation above about 30%; further: 0% is about no effect
#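 Fluo-8-loaded TRHR cells; 10 s baseline, compound added, kinetic Ca2+ fluorescence read 1/s, agonist mode.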
# USP1-UAF1 inh = inhibitors of human USP1/UAF1 deubiquitinase. O94782. recombinant USP1/UAF1, Ub-Rhodamine cleavage fluorescence. Potency, µM (doses to about 57.1 µM), without a hit: top-dose activity change, negative = inhibition, usual class: inhibitors. actives 0.23% (n = 390,000). AID 743255; further: potency means the concentration at half of the fitted maximal effect; on the % scale 0 is the no-effect control and ±100 the full control effect; nearly all actives have a fitted effect of over 60% in size; inactives centre near -12
#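 In this screen, compounds sit with the deubiquitinase complex (1nM) for 15 min at room temperature before Ub-Rho is added at 150nM final. Fluorescence rise is then followed for 6 reads every 60 seconds.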
# D2 antagonist = antagonizes the human D2 dopamine receptor; P14416; HEK293 TREx D2 cells, calcium flux, dopamine EC80; inhibition, % at 10 µM; actives 2% (n = 340,000); in the data active means inhibition above about 30%; further: 0% is about no effect
#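 Inhibition of EC80 dopamine-driven calcium flux, recorded kinetically, defines activity here; cells are a tetracycline-induced HEK293 T-REx line expressing force-coupled D2.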
# PI4K2A inh = blocks human PI4K2A kinase activity. purified PI4K2A, ADP-Glo luminescence, 1 h; active compounds read low. activity change, negative = inhibition, % at 76.9 µM. actives 0.13% (n = 420,000); in the data active means activity change below about -50%;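 further: -100% = wells without enzyme as full effect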
# Target sequence (Q9BTU6 whole entry, looked up): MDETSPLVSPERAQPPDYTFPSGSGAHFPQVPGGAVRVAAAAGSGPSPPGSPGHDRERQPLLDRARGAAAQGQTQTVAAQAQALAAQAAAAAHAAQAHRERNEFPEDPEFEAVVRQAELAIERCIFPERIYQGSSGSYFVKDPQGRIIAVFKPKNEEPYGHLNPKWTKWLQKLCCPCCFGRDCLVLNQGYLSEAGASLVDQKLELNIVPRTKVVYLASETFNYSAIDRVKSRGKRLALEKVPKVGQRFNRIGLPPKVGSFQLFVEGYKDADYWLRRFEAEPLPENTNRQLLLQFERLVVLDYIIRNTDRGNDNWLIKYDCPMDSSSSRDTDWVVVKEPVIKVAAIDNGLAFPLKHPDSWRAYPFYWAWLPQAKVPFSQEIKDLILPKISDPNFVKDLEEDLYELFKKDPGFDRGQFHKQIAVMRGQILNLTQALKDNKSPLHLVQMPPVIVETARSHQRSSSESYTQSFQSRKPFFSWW
#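 In this quantitative HTS, ADP production by PI4K2A was quantified luminescently after 1 h at ambient temperature; 100 microM adenosine served as plate-quality control.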
# Numbers without * were called inactive; . = not tested or not shown; [ ] = another dose, or the depositor's remark. Unless noted, the call rests on the fitted dose curve; in most records, active means well fitted inhibition curve with a large enough effect; inconclusive means small, poorly fitted or top-dose-only effect; inactive means no such curve, though single readings can be large or run the other way.
SMILES,D2 ag,TrxR1 inh,TrxR1 substrate,TRHR enhancer,mIDH1 inhibitor,TRHR ag,USP1-UAF1 inh,D2 antagonist,PI4K2A inh
CCN1CCN(c2ccc(S(=O)(=O)N3CCCCC3)cc2NC(=O)Cc2ccccc2)CC1,0.6,-8%,-12%,-6,6%,0.0,-2%,-16,5
COc1c(C(=O)Nc2nnc(C3CC3)s2)csc1Cl,0.3,-2%,-5%,-9,-5%,0.1,-14%,-6,2
CCn1nc(C)c([N+](=O)[O-])c1C(=O)NNC(=O)c1ccc(Cl)cc1,0.6,11%[57.1 µM],-2%[57.1 µM],0,7%,-0.3,3%,4,-5
O=C(CCc1ccccc1)OCCOC(=O)CCc1ccccc1,-0.4,-8%,-10%,-1,3%,-0.5,-11%,-1,1
O=C(O)CN1C(=O)SC(Nc2ccccc2)C1=O (centres undefined),1.0,7%[57.1 µM],9%[57.1 µM],-2,4%,0.0,-13%,-26,3
CCOc1ccccc1NC(=O)c1c(NC(=O)c2ccncc2)sc2c1CCC(C(C)(C)C)C2 (centres undefined),-2.0,4%,8%,3,-1%,-1.5,0%,.,-2
O=C(CNC(=O)C(c1ccccc1)c1ccccc1)N/N=C/c1ccc(O)c([N+](=O)[O-])c1,.,-23%[57.1 µM],-11%[57.1 µM],3,8%,0.0,-5%,.,-1
O=c1[nH]nc(N2CCOCC2)c(=O)[nH]1,1.0,11%,-3%,28,-6%,-1.1,-19%,-9,-2
CC(=O)Nc1ccc(N(CC(=O)NCC2CCCO2)C(=O)CCC(=O)Nc2cc(C)on2)cc1 (centres undefined),-0.4,33%,9%,-5,-5%,0.9,-7%,-13,-2
COC(=O)C1CN(C(=O)C(C)Oc2ccc(F)cc2)c2ccccc2O1 (centres undefined),1.0,19%,6%,-2,7%,-0.4,-25%,11,2
Cc1c(C(=O)N2CC(C)OC(C)C2)oc2ccccc12 (centres undefined),-1.0,9%,6%,-8,2%,-0.5,-5%,-7,-2
COc1ccc(NC(=O)CSCC(=O)N(C)Cc2ccc3c(c2)OCCO3)cc1,-0.4,0%,-6%,0,2%,0.4,-18%,35*,1
CCCCNC(=O)N1c2ccccc2CC1C (centres undefined),-0.8,1%,1%,0,12%,-0.2,-13%,-2,-13
O=S(=O)(NCCc1ccc2c(c1)OCCO2)c1cccs1,-0.5,9%,1%,-1,6%,-0.1,-19%,11,-1
COc1ccccc1N1CCN(S(=O)(=O)c2ccc3c(c2)CC(C)N3C(C)=O)CC1 (centres undefined),-0.3,24%,3%,-7,-7%,0.1,-19%,33*,-4
O=C(Cn1cccc1C(=O)c1ccccc1)NCCCN1CCOCC1,0.6,-3%[57.1 µM],11%[57.1 µM],2,4%,0.5,-15%,4,-6
COc1cccc2cc(C(=O)C3=C(O)C(=O)N(c4cc(C)on4)C3c3cccs3)oc12 (centres undefined),1.4,50µM*,-17%,0,-6%,2.5,-20%,-1,-2
Cc1cc(-c2n[nH]c(=S)n2-c2ccccc2C)cs1,-2.2,-20%,-1%,0,1%,-0.8,-11%,-15,-4
N#Cc1ccc(OCC(=O)N/N=C2/CC(c3ccccc3)Oc3ccccc32)cc1 (centres undefined),0.8,11%,-3%,-4,0%,0.0,-12%,-7,-2
O=C(NCc1ccccc1)c1ccc(Br)o1,-0.6,9%[57.1 µM],8%[57.1 µM],-5,-11%,0.2,4%,-24,0
CNC(=O)Cc1nc2ccccc2n1CC(=O)Nc1cc(C)cc(C)c1,-0.3,-7%,-8%,5,0%,2.0,-8%,14,-1
CN(C)c1ccc(C(=S)N2CCN(Cc3ccccc3)CC2)cc1,0.8,11%,0%,-13,2%,0.6,-22%,27,-1
Cc1ccc2[nH]c(SCC(=O)N3CCOCC3)nc2c1C,0.3,15%[57.1 µM],12%[57.1 µM],5,5%,-0.1,1%,26,3
Cc1nn(C)cc1/C=N/NC(=S)Nc1ccc(Cl)cc1Cl,0.7,8%,-5%,-2,-5%,2.0,-16%,7,0
CCOC(=O)C1CCN(CCCSc2ccc(C)cc2)CC1,.,20%,1%,.,-3%,.,-26%,.,-3

# Additional results
SMILES,D2 ag,TrxR1 inh,TrxR1 substrate,TRHR enhancer,mIDH1 inhibitor,TRHR ag,USP1-UAF1 inh,D2 antagonist,PI4K2A inh
O=Cc1cn(CC(=O)N2CCCCC2)c2ccccc12,-0.3,1%,-1%,1,6%,-0.6,-18%,-4,-4
Cc1ccc(C(=O)N2c3ccccc3CC2C)o1 (centres undefined),0.2,11%[57.1 µM],14%[57.1 µM],17,10%,-1.3,-12%,21,-19
COc1cccc(CNc2nc(C(F)(F)F)nc3ccccc23)c1,-1.5,9%,0%,1,4%,-0.5,-10%,20,2
O=C(Nc1cc(S(=O)(=O)N2CCOCC2)ccc1N1CCOCC1)c1cnccn1,0.8,-16%,-9%,0,-2%,1.3,-8%,0,0
CCCCC(CCC(=O)Nc1cccc([N+](=O)[O-])c1)C(=O)O (centres undefined),0.5,23%,1%,-1,0%,-0.1,6%,-2,4
O=C(NC(=S)Nc1ccccc1N1CCCCC1)c1ccccc1,5.7,-7%,-6%,0,-4%,2.3,-6%,7,2
CC(C)(C)n1nnnc1CN1CCN(C(c2ccccc2)c2ccccc2)CC1,.,-8%,-14%,6,-4%,-0.6,-3%,.,2
Cc1cccc(CNC(=O)CS(=O)(=O)c2cccc3nsnc23)c1,0.6,13%[57.1 µM],-1%[57.1 µM],-5,-7%,-0.2,-16%,.,-11
Cn1cc(S(=O)(=O)N2CCOCC2)cc1C(=O)O,.,-3%[11.4 µM],-3%[11.4 µM],.,16%,.,-2%,.,2
CCOc1cc(N2CCOCC2)c(OCC)cc1NC(=O)Cn1nc(C)c([N+](=O)[O-])c1C,0.6,10%[57.1 µM],3%[57.1 µM],-10,-7%,-0.1,-21%,23,-3
O=C(CSc1nccc(=O)[nH]1)N1CCCc2ccccc21,0.4,25%,-4%,-2,1%,-0.1,-5%,8,-2
COc1cccc(C2CCCCN(C)C2=O)c1 (centres undefined),1.5,-5%,-2%,-1,-5%,0.8,-6%,17,4
Cc1cc(C)nc(NCC(O)COc2ccccc2C)n1 (centres undefined),.,9%,5%,1,7%,0.8,-5%,.,0
Cc1ccc(C(=O)NC2(C(Cl)Cl)N=C(c3ccccc3)N=C2N)cc1 (centres undefined),-0.1,6%[57.1 µM],5%[57.1 µM],-7,15%,0.0,-1%,-1,1
COc1ccc(CC(=O)OCC(=O)Nc2ccc(N3CCOCC3)cc2)cc1,0.3,16%,2%,8,2%,-1.3,-26%,-30,-1
Cc1c2ccccc2cc(Cc2ccccc2)[n+]1C,-0.4,4%,12%,-5,-9%,-1.0,-17%,1,-6
COCCNC(=O)NC(=O)CN1CCN(C(c2ccccc2)c2ccccc2)CC1,1.0,8%,1%,-4,-5%,-0.8,-8%,13,7
Cc1ccc(-c2cc(C(=O)OC3CCOC3=O)c3ccccc3n2)c(C)c1 (centres undefined),0.2,2%[57.1 µM],-3%[57.1 µM],-2,-1%,0.3,-27%,6,4
O[C@@H]1CN(Cc2ccc(-n3cccn3)cc2)CC[C@H]1N1CCN(c2ccccc2F)CC1,65*,13%,2%,2,1%,0.4,-21%,39*,-2
COc1ccc(S(N)(=O)=O)cc1C(=O)OCC(=O)N1CCCC(C)C1 (centres undefined),.,19%,0%,.,1%,.,-14%,.,-1
COc1ccc(C)cc1NC(=O)c1cc(S(=O)(=O)N2CCCC2)cn1C,0.0,-2%[57.1 µM],-13%,5,-4%,-0.8,-18%,-12,0
Cc1cc(=O)[nH]c(N=N/C(=N/Nc2ccc(O)cc2)c2ccccc2)n1,0.1,17%,6%,24,5%,-0.6,-26%,0,-25

# As a short view, 11 of the compounds above.
SMILES,D2 ag,TrxR1 inh,TrxR1 substrate,TRHR enhancer,mIDH1 inhibitor,TRHR ag,USP1-UAF1 inh,D2 antagonist,PI4K2A inh
O=C(NC(=S)Nc1ccccc1N1CCCCC1)c1ccccc1,5.7,-7%,-6%,0,-4%,2.3,-6%,7,2
CC(C)(C)n1nnnc1CN1CCN(C(c2ccccc2)c2ccccc2)CC1,.,-8%,-14%,6,-4%,-0.6,-3%,.,2
Cc1cccc(CNC(=O)CS(=O)(=O)c2cccc3nsnc23)c1,0.6,13%[57.1 µM],-1%[57.1 µM],-5,-7%,-0.2,-16%,.,-11
Cn1cc(S(=O)(=O)N2CCOCC2)cc1C(=O)O,.,-3%[11.4 µM],-3%[11.4 µM],.,16%,.,-2%,.,2
CCOc1cc(N2CCOCC2)c(OCC)cc1NC(=O)Cn1nc(C)c([N+](=O)[O-])c1C,0.6,10%[57.1 µM],3%[57.1 µM],-10,-7%,-0.1,-21%,23,-3
O=C(CSc1nccc(=O)[nH]1)N1CCCc2ccccc21,0.4,25%,-4%,-2,1%,-0.1,-5%,8,-2
COc1cccc(C2CCCCN(C)C2=O)c1 (centres undefined),1.5,-5%,-2%,-1,-5%,0.8,-6%,17,4
Cc1cc(C)nc(NCC(O)COc2ccccc2C)n1 (centres undefined),.,9%,5%,1,7%,0.8,-5%,.,0
Cc1ccc(C(=O)NC2(C(Cl)Cl)N=C(c3ccccc3)N=C2N)cc1 (centres undefined),-0.1,6%[57.1 µM],5%[57.1 µM],-7,15%,0.0,-1%,-1,1
COc1ccc(CC(=O)OCC(=O)Nc2ccc(N3CCOCC3)cc2)cc1,0.3,16%,2%,8,2%,-1.3,-26%,-30,-1
Cc1c2ccccc2cc(Cc2ccccc2)[n+]1C,-0.4,4%,12%,-5,-9%,-1.0,-17%,1,-6

# Assay outcomes as filed in PubChem BioAssay.
